Screening data deposited in PubChem by Sanford-Burnham Center for Chemical Genomics.
CCR6 antagonist – CCR6 receptor antagonists, primary screen, cell-based, CHO-K1, luminescence, beta-arrestin, uHTS. inhibition, % at 20 µM. CHO-K1 CCR6 PathHunter beta-arrestin, CCL20-stimulated. hit rate 0.49% among 340,000. C-C chemokine receptor type 6 (Homo sapiens), P51684. AID 493098, 2011;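 active = compounds whose inhibition of the agonist-driven luminescence signal at 20 µM reaches about 50%, limit read from the data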;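 also: cells stimulated with CCL20 at 14 nM final; plate controls were DMSO with CCL20 for no effect and DMSO without agonist for full effect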
697 NFkB inh – inhibitors of PMA/ionomycin-induced NF-kB reporter, 697 cells, primary screen, B-cell NF-kB inhibitor project, cell-based, luminescence, uHTS; AID 435022, 2010; 697 B-cell NF-kB luciferase reporter, 16 h; hit rate 0.33% among 330,000; inhibition, % at 4 µM; in the data active = inhibition above about 35%
Gli-Sufu block – Gli-Sufu pathway antagonists, primary screen, luciferase luminescence, Sufu-KO-LIGHT cells, uHTS; Sufu-KO-LIGHT fibroblasts, Gli luciferase reporter luminescence; inhibition, % at 5 µM; hit rate 0.74% among 340,000;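 active = inhibition above about 55%, limit read from the data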;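 also: 0% = DMSO-treated cells and 100% = wells with medium but no cells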
UPR XBP1 act – activators of adaptive XBP1 UPR arm, primary screen, cell-based, CHO-XBP1 luciferase reporter, luminescence, uHTS; AID 463104, 2010; IRE1-XBP1 UPR activation; percent of tunicamycin response, DMSO as zero; activation, % at 20 µM; hit rate 0.33% among 330,000;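 active = versus positive control, 20 µM dose yields 30% or more activation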;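 also: 100% = tunicamycin at 10 µg/mL and 0% = DMSO only wells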
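Material – CHO cell line with stable XBP1 luciferase reporter · Buffer or medium – F12 plus 10% FBS · Compound – single point, 20 µM final compound, 1% DMSO · Schedule – 16-18 h cell attachment at 37 °C, then 6 h compound exposure · Signal – Steady-Glo luminescence read · Benchmarks – high control tunicamycin 10 µg/mL final, low control DMSO vehicle only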
Mdm2 MdmX PPI – inhibitors of human Mdm2-MdmX association, primary screen, cell-based, luminescence, split luciferase, SaOS-2, uHTS. Protein Mdm4 (Homo sapiens) + E3 ubiquitin-protein ligase Mdm2 (Homo sapiens), …. SaOS-2 split-luciferase Mdm2/MdmX complementation. inhibition, % at 8 µM. hit rate 3% among 330,000. AID 485346, 2010;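 active = inhibition of at least 50% at 8 µM in the primary screen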
Target sequence (O15151 whole entry, looked up): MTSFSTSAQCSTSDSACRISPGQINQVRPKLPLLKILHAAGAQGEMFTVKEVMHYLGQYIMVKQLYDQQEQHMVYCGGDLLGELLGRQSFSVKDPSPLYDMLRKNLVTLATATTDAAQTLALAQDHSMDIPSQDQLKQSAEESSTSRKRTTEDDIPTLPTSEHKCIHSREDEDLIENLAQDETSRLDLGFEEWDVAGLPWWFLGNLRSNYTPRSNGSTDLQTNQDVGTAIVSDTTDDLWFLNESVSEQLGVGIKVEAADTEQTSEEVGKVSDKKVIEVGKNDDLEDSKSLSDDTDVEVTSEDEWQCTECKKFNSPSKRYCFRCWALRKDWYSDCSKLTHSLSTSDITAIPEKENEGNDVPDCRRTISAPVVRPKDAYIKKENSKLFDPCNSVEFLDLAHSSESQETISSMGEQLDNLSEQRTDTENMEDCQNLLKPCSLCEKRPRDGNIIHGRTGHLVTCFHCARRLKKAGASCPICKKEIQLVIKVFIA
Target sequence (Q00987 whole entry, looked up): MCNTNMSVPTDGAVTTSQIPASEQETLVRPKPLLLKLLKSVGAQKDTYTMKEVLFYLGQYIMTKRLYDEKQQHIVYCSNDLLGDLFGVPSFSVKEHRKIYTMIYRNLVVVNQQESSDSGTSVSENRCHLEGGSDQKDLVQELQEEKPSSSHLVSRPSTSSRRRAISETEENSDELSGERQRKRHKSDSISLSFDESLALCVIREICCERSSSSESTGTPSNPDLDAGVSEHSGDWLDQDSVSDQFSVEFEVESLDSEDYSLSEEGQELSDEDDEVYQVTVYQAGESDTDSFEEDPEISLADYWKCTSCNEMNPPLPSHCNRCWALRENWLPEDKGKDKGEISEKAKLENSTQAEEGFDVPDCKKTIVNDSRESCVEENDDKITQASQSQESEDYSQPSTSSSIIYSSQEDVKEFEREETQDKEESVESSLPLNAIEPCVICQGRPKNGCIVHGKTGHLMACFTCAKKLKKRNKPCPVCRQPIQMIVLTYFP
EBI2 antag – EBI2 receptor antagonists, beta-arrestin recruitment, primary screen, cell-based, luminescence, 7a,25-OHC stimulation, uHTS; G-protein coupled receptor 183 (Homo sapiens), P32249; 7a,25-OHC stimulated; inhibition, % at 5 µM; hit rate 0.81% among 360,000; AID 651636, 2012; in the data active = inhibition above about 38%;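 also: enzyme fragment complementation signal reports receptor beta-arrestin coupling in cells; 0% = agonist plus DMSO wells and 100% = wells without agonist; some results beyond the cut were filed as inactive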
CXCR6 block – CXCR6 receptor inhibitors, primary screen, cell-based, beta-arrestin, luminescence, CHO-K1 PathHunter, 1536-well; C-X-C chemokine receptor type 6 (Homo sapiens), O00574; inhibition, % at 20 µM; hit rate 0.36% among 360,000; AID 602244, 2012; in the data active = inhibition above about 34%, passing the limit was not always enough;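 also: antagonist mode with CXCL16 agonist at 10 nM final; 0% = 10 nM CXCL16 with DMSO and 100% = unstimulated wells without agonist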
Jurkat NFkB inh – inhibitors of induced NF-kB luciferase reporter, primary screen, TCR NF-kB activation inhibitor project, cell-based, luminescence, uHTS; hit rate 0.53% among 330,000; Jurkat, PMA/ionomycin-induced NF-kB luciferase reporter; inhibition, % at 4 µM; in the data active = inhibition above about 50%
CHOP UPR activ – activators of apoptotic CHOP UPR arm, primary screen, cell-based, CHO-CHOP luciferase reporter, luminescence, uHTS. UPR activation; percent of tunicamycin response over DMSO baseline. hit rate 0.34% among 330,000. AID 449763, 2010. activation, % at 10 µM;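 active = at 10 µM dose, activation of 40% or more, normalized to positive control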;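 also: 100% = tunicamycin at 10 µg/mL and 0% = DMSO alone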
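Test system: CHO CHOP reporter cells. Input: 500 CHO-CHOP cells per well. Medium: F12 with 10% FBS. Technique: luciferase luminescence. Measure: percent activation relative to tunicamycin control. Dosing: 10 µM compound, 0.5% DMSO. Timing: 16-18 h cell attachment, then 6 h compound exposure, 37 °C.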
* = called active by the depositor; . = not tested or not shown. Compounds were not picked by outcome; any-hit rate near 5%.

1. CCOc1ccc(C(CC(=O)O)NC(=O)C(CC)c2ccccc2)cc1 (configuration not stated)
2. O=C(NNc1c(Cl)cncc1Cl)c1sccc1Cl
3. O=C(O)/C=C/C(=O)N(Cc1ccc2c(c1)OCO2)C1CC(=O)N(CCc2ccccc2)C1=O (configuration not stated)
4. N#Cc1c(/N=C/c2cccs2)sc2c1CCCCC2
5. O=C1CCCC2=C1C(c1ccccc1)CC(=O)N2c1ccccc1 (configuration not stated)
entry no.	1	2	3	4	5
CCR6 antagonist	11	4	-4	11	9
697 NFkB inh	20	-8	-4	-426	5
Gli-Sufu block	3	0	-1	-26	-1
UPR XBP1 act	-1	-2	2	-1	-4
Mdm2 MdmX PPI	5	34	-17	45	36
EBI2 antag	-4	-11	-10	-1	-3
CXCR6 block	1	-3	1	5	8
Jurkat NFkB inh	-3	-4	-1	-135	0
CHOP UPR activ	0.3	1.9	-0.3	-1.6	1.2

6. CCc1nn(CCCC(=O)N2CCN(c3cccc(C)c3C)CC2)c(=O)c2cc3occc3n12
7. CC1CC(C)CN(C(=O)c2nn(C)c3c2CS(=O)(=O)c2ccccc2-3)C1 (configuration not stated)
8. COC(=O)c1ccccc1NC(=O)Nc1ccc2c(c1)OCO2
9. CC(C)N1C(=S)SC2CS(=O)(=O)C=C21 (configuration not stated)
10. CCC(c1nnnn1C(C)(C)C)N1CCN(c2cc(Cl)ccc2C)CC1 (configuration not stated)
entry no.	6	7	8	9	10
CCR6 antagonist	5	24	6	-4	15
697 NFkB inh	-16	-2	16	18	8
Gli-Sufu block	15	53	-22	-77	3
UPR XBP1 act	-9	-3	2	-1	-1
Mdm2 MdmX PPI	93*	8	7	39	14
EBI2 antag	-1	-16	-4	-6	21
CXCR6 block	-2	-5	6	2	10
Jurkat NFkB inh	20	9	-15	7	15
CHOP UPR activ	12	0.8	3.8	-0.5	0.8

Quoted from above: compounds 5 to 10
5. O=C1CCCC2=C1C(c1ccccc1)CC(=O)N2c1ccccc1 (configuration not stated)
6. CCc1nn(CCCC(=O)N2CCN(c3cccc(C)c3C)CC2)c(=O)c2cc3occc3n12
7. CC1CC(C)CN(C(=O)c2nn(C)c3c2CS(=O)(=O)c2ccccc2-3)C1 (configuration not stated)
8. COC(=O)c1ccccc1NC(=O)Nc1ccc2c(c1)OCO2
9. CC(C)N1C(=S)SC2CS(=O)(=O)C=C21 (configuration not stated)
10. CCC(c1nnnn1C(C)(C)C)N1CCN(c2cc(Cl)ccc2C)CC1 (configuration not stated)
entry no.	5	6	7	8	9	10
CCR6 antagonist	9	5	24	6	-4	15
697 NFkB inh	5	-16	-2	16	18	8
Gli-Sufu block	-1	15	53	-22	-77	3
UPR XBP1 act	-4	-9	-3	2	-1	-1
Mdm2 MdmX PPI	36	93*	8	7	39	14
EBI2 antag	-3	-1	-16	-4	-6	21
CXCR6 block	8	-2	-5	6	2	10
Jurkat NFkB inh	0	20	9	-15	7	15
CHOP UPR activ	1.2	12	0.8	3.8	-0.5	0.8

(listing goes on)
11. COc1ccc(S(=O)(=O)NC(C)C(=O)Nc2ccc3c(c2)OCO3)cc1OC (configuration not stated)
12. NS(=O)(=O)c1ccc(NC(=O)COC(=O)c2ccc3c(c2)OCCO3)cc1
13. Cc1ccc(OCC(=O)NNC(=O)C2CCC2)cc1C
14. O=C(NN=C(Cc1ccccc1)Cc1ccccc1)C1CC1
15. CCCC(C)NC(=O)Cc1ccc(S(=O)(=O)N2CCOCC2)s1 (configuration not stated)
entry no.	11	12	13	14	15
CCR6 antagonist	8	3	7	0	6
697 NFkB inh	5	6	10	4	-8
Gli-Sufu block	0	-21	-2	11	1
UPR XBP1 act	-1	1	-1	-3	-3
Mdm2 MdmX PPI	-4	30	-11	-14	-20
EBI2 antag	-5	-2	-3	-4	-4
CXCR6 block	-3	-7	0	8	-1
Jurkat NFkB inh	-4	-2	-6	-5	14
CHOP UPR activ	0.3	-1.7	-0.2	1.9	0.3

16. C#CCN1C=CC(=O)[C@@H](OC(=O)Nc2ccc(C)cc2)[C@H]1c1ccccc1Br
17. COc1ccc2c(c1OC)C(=O)N(c1nc(SC)n[nH]1)C2=O
18. Cc1ccccc1C(=O)N(CC(=O)Nc1sc(C)c(C)c1C(N)=O)C1CCCC1
19. CCOC(=O)/C(N=Nc1ccc(Cl)cc1)=C(/O)c1ccc([N+](=O)[O-])cc1
20. CCOC(=O)Cn1nc(NC(=O)c2ccc(C(=O)OC)cc2)cc1C
entry no.	16	17	18	19	20
CCR6 antagonist	5	10	13	-8	-1
697 NFkB inh	.	11	0	1	-36
Gli-Sufu block	17	-6	-3	18	25
UPR XBP1 act	.	-5	5	1	2
Mdm2 MdmX PPI	.	10	21	42	0
EBI2 antag	7	-12	2	6	-4
CXCR6 block	3	7	-8	2	-14
Jurkat NFkB inh	.	11	17	3	-12
CHOP UPR activ	.	-0.5	2.7	3.8	3.1

21. CCCCNS(=O)(=O)c1ccc2nc(-c3cccnc3)cc(C(=O)NC3CCCC3)c2c1
22. Cc1nnc(NC(=O)CSc2ncc(-c3ccccc3)[nH]2)s1
23. COc1ccc(CCC(=O)NCCc2ccc(Cl)cc2)cc1
24. COc1ccc(NC(=O)c2cccc(N3C(=O)C4C5C=CC(C5)C4C3=O)c2)cc1 (configuration not stated)
25. CCCCNC(=O)CCCCC(=O)N/N=C/c1ccccc1Cl
entry no.	21	22	23	24	25
CCR6 antagonist	7	14	10	-8	-1
697 NFkB inh	12	-4	12	-2	3
Gli-Sufu block	11	-6	-4	-6	8
UPR XBP1 act	5	2	-1	-2	-1
Mdm2 MdmX PPI	34	-2	18	27	14
EBI2 antag	-12	2	43*	1	-9
CXCR6 block	4	1	2	3	-12
Jurkat NFkB inh	-9	-5	6	-3	-13
CHOP UPR activ	3.6	1.6	-0.2	3.1	0.4

26. CCOC(=O)C1CCN(C(=O)c2cc(S(=O)(=O)N3CCCCCC3)ccc2OC)CC1
27. COc1cc2c(cc1OC)CN(CC(O)c1ccccc1)CC2 (configuration not stated)
28. COc1ccccc1-c1nnc(SCC(=O)NC2CC2)n1C
29. O=C1/C(=C/Nc2cccc([N+](=O)[O-])c2)CCc2ccccc21
30. CC(C)C(=O)c1cn(CC(=O)NCC2CCCO2)c2ccccc12 (configuration not stated)
entry no.	26	27	28	29	30
CCR6 antagonist	5	-7	-6	25	11
697 NFkB inh	-3	9	10	-84	-2
Gli-Sufu block	5	-4	5	-70	-2
UPR XBP1 act	3	-5	2	2	-1
Mdm2 MdmX PPI	9	12	10	-209	7
EBI2 antag	-2	-3	-6	2	-7
CXCR6 block	2	9	-4	1	1
Jurkat NFkB inh	-8	-9	6	-48	15
CHOP UPR activ	-0.2	3.9	0.6	6.3	1.0

31. COC(=O)C1=C(CCc2ccccc2)NC(=O)NC1c1ccc(Br)cc1 (configuration not stated)
32. Cc1c(NC(=O)CN2CCCC(C)C2)ccc2nsnc12 (configuration not stated)
33. CCOC(=O)N1CCN(C(=O)CSc2ccc(C(F)(F)F)cc2[N+](=O)[O-])CC1
34. O=C(CCNC(=O)c1ccc(Br)cc1)NCC1CCCO1 (configuration not stated)
35. Cc1c(C(=O)N2c3ccccc3Sc3ccccc32)cccc1[N+](=O)[O-]
entry no.	31	32	33	34	35
CCR6 antagonist	-1	3	-3	5	9
697 NFkB inh	5	-23	0	20	-8
Gli-Sufu block	1	0	-23	-2	96*
UPR XBP1 act	3	-1	6	-1	-4
Mdm2 MdmX PPI	15	1	18	5	14
EBI2 antag	-8	-9	15	-8	28
CXCR6 block	2	-2	1	-2	4
Jurkat NFkB inh	30	-6	-17	2	2
CHOP UPR activ	0.1	1.1	0.9	2.0	0.2

36. CN(C)S(=O)(=O)c1cccc(C(=O)Nc2n[nH]c(C(F)(F)F)n2)c1
37. CC1=CC(C)C(C[N+]2(C)CCCCC2)C(C)C1 (configuration not stated)
38. COc1ccc(/C=N/NC(=O)c2cc3cc(OC)c(OC)cc3[nH]2)cc1
39. CC(C)=NN/C(N)=N/C(=S)Nc1ccc(C)cc1
40. N#Cc1ccccc1Cn1c(=O)n(Cc2ccc(C(=O)NCc3ccco3)cc2)c(=O)c2ccccc21
entry no.	36	37	38	39	40
CCR6 antagonist	3	8	0	24	15
697 NFkB inh	14	8	27	-3	3
Gli-Sufu block	12	8	6	-8	10
UPR XBP1 act	-1	1	4	-1	-1
Mdm2 MdmX PPI	19	-11	-5	4	40
EBI2 antag	-11	-10	-11	0	3
CXCR6 block	3	7	-5	4	10
Jurkat NFkB inh	-3	12	16	-23	14
CHOP UPR activ	-1.2	-1.7	-0.3	5.9	0.4

41. COc1ccc(C(=O)Oc2ccc3ccc(=O)oc3c2)cc1
42. N#Cc1ccccc1OCC(=O)OCC(=O)NC1CCCCC1
43. O=C(Cn1cnc2c(cnn2-c2ccc(F)cc2)c1=O)NCCc1ccccc1
44. O=C(O)CCC(=O)N1CCc2cc(S(=O)(=O)N3CC=C(c4ccccc4)CC3)ccc21
45. COc1ccc(-c2nc3cc(NC(=O)c4ccc5c(c4)OCO5)ccc3o2)cc1
46. CC(=O)c1ccc(N2CCN(C(=O)CCC(=O)Nc3ccc4nc(N5CCN(C)CC5)cc(C)c4c3)CC2)cc1
47. COc1ccc(Cc2nnc(Nc3c(C)cccc3C)o2)cc1OC
entry no.	41	42	43	44	45	46	47
CCR6 antagonist	6	12	2	2	-6	33	-9
697 NFkB inh	-7	-4	-8	0	-42	-19	15
Gli-Sufu block	-2	-8	-9	-17	-11	27	0
UPR XBP1 act	11	-4	-1	-1	15	-5	-1
Mdm2 MdmX PPI	-12	5	-1	2	48	41	9
EBI2 antag	-3	-9	7	6	-7	8	2
CXCR6 block	-7	-11	8	-1	6	3	-3
Jurkat NFkB inh	-21	-7	-14	1	-28	3	5
CHOP UPR activ	5.3	0.1	-1.1	-1.9	17	0.4	-0.1
